Compound activity: PubChem BioAssay, several laboratories
PriA SSB inh: inhibitors of Klebsiella pneumoniae PriA binding to SSB C-terminal tail, primary screen, biochemical, AlphaScreen; 430,000 tested, 0.6% active; AlphaScreen SSBct-PriA binding, biotinylated peptide; PriA–SSB C-terminal tail interaction (Klebsiella pneumoniae); AID 1272365, 2023; inhibition, % at 33 µM; in the data active = inhibition mostly above about 37%, no sharp cut-off; inactive = mostly below about 20%;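 also: plate controls were negative control peptide for no effect and reference peptide for full effect; strong numbers were not always called active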
Rv3671c protease: Rv3671c serine protease inhibitors, primary screen, biochemical, fluorescence polarization, M. tuberculosis H37Rv. 320,000 tested, 0.048% active. AID 2606, 2010. inhibition, % at 5.96 µM. P9WHR9; in the data active = inhibition above about 38%;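 also: extracellular domain of Rv3671c used as enzyme; 0% = enzyme with DMSO and 100% = no enzyme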
Target sequence (P9WHR9 whole entry, looked up, the tested form may be a part): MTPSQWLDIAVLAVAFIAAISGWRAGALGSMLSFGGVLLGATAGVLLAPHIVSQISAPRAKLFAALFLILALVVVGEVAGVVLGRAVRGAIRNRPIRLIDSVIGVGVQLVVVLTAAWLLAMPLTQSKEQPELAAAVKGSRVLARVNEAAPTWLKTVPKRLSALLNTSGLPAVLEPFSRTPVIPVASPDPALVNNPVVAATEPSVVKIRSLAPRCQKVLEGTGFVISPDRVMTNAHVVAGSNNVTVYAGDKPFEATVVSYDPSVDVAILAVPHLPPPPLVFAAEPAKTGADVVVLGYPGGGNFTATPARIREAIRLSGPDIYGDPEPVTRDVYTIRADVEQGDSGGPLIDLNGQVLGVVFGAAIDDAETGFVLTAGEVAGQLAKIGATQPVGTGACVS
TcdB GH inh: TcdB glycohydrolase inhibitors, primary screen, biochemical, single point, plate reader. TcdB glycohydrolase enzymatic assay. inhibition, % at 9.99 µM. 350,000 tested, 0.24% active. Toxin B (Clostridioides difficile), P18177; in the data active = inhibition above about 10%
BH1578 lux ind: inducers of Vibrio cholerae quorum light production without autoinducers, primary screen, BH1578 luxS cqsA deficient, single point. 350,000 tested, 0.16% active. activation, % at 18.7 µM. V. cholerae BH1578 lux reporter, luminescence, 6 h; in the data active = activation mostly above about 9.7%, no sharp cut-off; inconclusive = no clear call, values can overlap the other calls; inactive = mostly below about 3.7%; also: not every result past the cut was called active; inactives centre near 0; reference of the scale not given here
MazF activator: activators of E. coli MazEF toxin-antitoxin RNase, primary screen, biochemical, fluorescence, uHTS; activation, % at 20 µM; FAM/BHQ RNA-DNA oligo cleavage fluorescence, 5 h; Endoribonuclease toxin MazF (Escherichia coli (strain K12)), P0AE70; 350,000 tested, 0.32% active; in the data active = activation above about 50%
Target sequence (P0AE70 whole entry, looked up): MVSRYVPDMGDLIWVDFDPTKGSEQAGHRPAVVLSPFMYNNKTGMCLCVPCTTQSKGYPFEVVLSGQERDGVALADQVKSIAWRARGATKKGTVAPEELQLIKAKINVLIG
PfHsp40 yeast: rescue of yeast from PfHsp40 toxicity, primary screen, S. cerevisiae, ATP luminescence. S. cerevisiae expressing PfHsp40, growth rescue. growth rescue, % at 12.5 µM. 340,000 tested, 0.68% active; in the data active = growth rescue above about 28%, passing the limit was not always enough; inconclusive = no clear call, values can overlap the other calls;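 also: yeast W303a lacking pdr1 and pdr3 grown in galactose medium; growth measured after three days at 30 °C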
Anthrax LF inh2: Bacillus anthracis LF protease inhibitors, primary screen, biochemical, multiplex microsphere, MLPCN library; Lethal factor (Bacillus anthracis), P15917; 360,000 tested, 0.12% active; inhibition, % at 10 µM; AID 588501, 2011; multiplex microsphere protease cleavage assay; in the data active = inhibition above about 30%; inconclusive = no clear call, values can overlap the other calls; also: plate controls were buffer without enzyme for full effect and enzyme alone for no effect
Yp Topo-I inh: Yersinia pestis topoisomerase I inhibitors, primary screen, biochemical, cleavage product accumulation, plate reader, single point; DNA topoisomerase I (Yersinia pestis CO92); activity, % at 10 µM; Y. pestis Topo-I cleavage product accumulation; 360,000 tested, 0.064% active; in the data active = activity above about 50%, passing the limit was not always enough; inconclusive = no clear call, values can overlap the other calls; also: inactives centre near 2
VHR inh abs: VHR1 phosphatase inhibitors, primary screen, biochemical, absorbance, uHTS; Dual specificity protein phosphatase 3 (Homo sapiens), P51452; recombinant VHR phosphatase, pNPP absorbance; inhibition, % at 13.3 µM; 290,000 tested, 0.52% active; in the data active = inhibition above about 50%; also: some compounds called inactive have numbers as strong as hits
Target sequence (P51452 whole entry, looked up): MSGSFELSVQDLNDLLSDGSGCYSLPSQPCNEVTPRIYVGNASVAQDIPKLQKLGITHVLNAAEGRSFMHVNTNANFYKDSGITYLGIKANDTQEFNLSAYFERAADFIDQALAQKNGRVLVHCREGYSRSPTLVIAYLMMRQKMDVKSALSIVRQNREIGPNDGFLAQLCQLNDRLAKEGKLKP
3CLpro inhibitor: SARS-CoV 3CLpro protease inhibitors, primary screen, biochemical, quenched FRET; AID 1706, 2009; 290,000 tested, 0.14% active; recombinant SARS-CoV 3CLpro, quenched FRET peptide cleavage; inhibition, % at 6 µM; in the data active = inhibition above about 12%
Active calls of the source: *; i = inactive; ? = inconclusive; · = not tested or not shown; & = joins results of further samples.

entry	canonical_smiles	PriA SSB inh	Rv3671c protease	TcdB GH inh	BH1578 lux ind	MazF activator
1	CSCCC(NC(=O)c1ccco1)C(=O)N1CCC(C(N)=O)CC1 (centres undefined)	-17	7	1.2	-0.7	3
2	O=C(NCc1cccnc1)c1csc([C@@H]2O[C@H](CO)[C@H](O)[C@H](O)[C@H]2O)n1	·	·	0.1	i	·
3	CCN(C(=O)COC(=O)c1cc2c(s1)CCCCC2)C1CCS(=O)(=O)C1 (centres undefined)	-1	-2	0.1	-3.6	4
4	Cc1nc(=O)c(-c2ccccc2)c(C)n1-c1ccccc1Cl	-14	13	-0.7	-0.6	4
5	CC(=O)c1cccc(NC(=O)c2cccc(NC(=O)c3ccco3)c2)c1	-6	-15	-0.6	-0.3	14
6	CC(=O)N[C@@H](Cc1c[nH]c2ccccc12)C(=O)OCC(=O)Nc1ccc2c(c1)OCO2	0	·	0.6	i	2
7	CCc1nc(CN2CCN(Cc3ccc(F)c(F)c3)C(CCO)C2)c(C)[nH]1 (centres undefined)	-6	7	0.1	·	-5
8	CCOC(=O)C1=C(C)N(CCCCCC(=O)O)C(=O)NC1c1ccccc1OS(=O)(=O)c1ccc(C)cc1 (centres undefined)	-1	-6	1.6	-0.8	-3
9	N#Cc1c(-c2ccccc2)nc(SCC(=O)Nc2ccccc2)[nH]c1=O	-21	-2	·	-0.1	-5
10	O/N=C/C1=C(Cl)c2ccccc2CC1	·	1	-0.8	·	6
11	CC(=O)Nc1ccc(NC(=O)C(C)Oc2ccccc2F)cc1 (centres undefined)	-6	1	·	i	-2
12	Cc1cccc(NS(=O)(=O)c2cccc(C(=O)N3CC(C)OC(C)C3)c2)c1 (centres undefined)	-2	0	-0.3	-0.4	1
13	CCOc1ccccc1Oc1cn[nH]c1-c1ccc(OCC(=O)NN)cc1O	15	-13	0.6	i	8
14	COC(=O)N/N=C/c1ccc([N+](=O)[O-])s1	·	2	·	-1.1	1
15	COc1cc(CNc2nc3ccccc3n2Cc2ccccc2)ccc1O	·	·	3.2	i	8

entry	PfHsp40 yeast	Anthrax LF inh2	Yp Topo-I inh	VHR inh abs	3CLpro inhibitor
1	-0.3	-3	1	·	·
2	·	-4	-1	·	·
3	-1.2	0	23	25	-2
4	·	1	3	·	·
5	-0.7	11	-4	6	-3
6	0.5	-2	-4	·	·
7	-1.1	-4	4	22	-2
8	?	-10	29	·	·
9	-0.3	-1	-4	-22	-1
10	3.4	-7	3	12	2
11	-1.1	1	-2	12	4
12	0.3	·	-4	·	·
13	-2.7	-9	-1	26	0
14	0.4	-2	-6	27	4
15	·	3	6	·	·

Next compounds:
entry	canonical_smiles	PriA SSB inh	Rv3671c protease	TcdB GH inh	BH1578 lux ind	MazF activator
16	CCOc1ccc(NC(=O)Cn2nnc(-c3ccccc3NC(=O)c3cccs3)n2)cc1	-12	2	·	-2.3	-4
17	Cc1onc(-c2c(F)cccc2Cl)c1C(=O)NCc1ccc(F)cc1	-8	-6	1.2	0.5	2
18	COc1ccc(CCN2CC(C(=O)N(C)CCn3nc(C)cc3C)CCC2=O)cc1 (centres undefined)	-13	5	1.0	-2.4	9
19	O=[N+]([O-])c1ccc(N2CCCC2)nc1	-7	-16	0.7	-0.6	7
20	COc1ccccc1C(=O)NCCC(=O)NC1CCC(C)CC1 (centres undefined)	-3	2	0.7	-2.6	3
21	CCOC(=O)c1[nH]c(C)c(C(=O)N2CCN(c3ccccc3OC)CC2)c1C	8	0	1.7	i	-15
22	O=C(O)c1cc(NC(=S)NC(=O)C(c2ccccc2)c2ccccc2)ccc1Cl	-3	-5	-3.2	-0.3	0
23	CCN1CCN(C(=O)CSc2nc3c(c(=O)n(C)c(=O)n3C)n2C)CC1	2	3	-4.5	-0.1	9
24	COc1ccc(-c2sc(NC(C)=O)nc2-c2ccccc2)cc1	1	2	·	-0.7	-8
25	Cc1c(C)n2c(SCC(=O)NC3CCCCC3)nnc2[nH]c1=O	-15&-2	-5	0.7	i	3
26	Cc1ccc(NC(=O)C2CCCN(C(=O)c3ccc(Cl)cc3)C2)c(C)c1 (centres undefined)	-3	0	1.7	-0.2	-5
27	CCN1CCN(Cc2ccc(NC(=O)c3cc(NC(=O)c4cnn(-c5ccccc5)c4N)cc(OC)c3)cc2C(F)(F)F)CC1	27	-24	0.4	-10	-38
28	COc1ccccc1COc1cccn2c(N(C)C(=O)CCC3CCCC3)c(C)nc12	·	·	1.0	-0.7	·
29	Cc1cc(C)c(NC(=O)CSc2nc3ccc(NC(=O)CSc4nnnn4-c4ccccc4)cc3s2)c(C)c1	-6	0	1.0	-0.4	-34
30	C[C@H](CO)N1C[C@H](C)[C@@H](CN(C)Cc2ccccc2)Oc2ccc(NC(=O)CCCCCC(=O)Nc3ccccc3N)cc2C1=O	22	1	-0.9	-0.7	1

entry	PfHsp40 yeast	Anthrax LF inh2	Yp Topo-I inh	VHR inh abs	3CLpro inhibitor
16	-1.9	-5	-10	17	-3
17	-1.1	8	4	-39	-2
18	-0.2	-2	-9	8	-2
19	-1.1	·	1	18	3
20	-0.9	3	3	·	·
21	-1.6	-1	-1	-1	0
22	11	-3	10	19	7
23	-0.6	-12	4	13	0
24	-0.2	-1	11	5	5
25	-0.5	-2	8	·	·
26	-1.4	3	33	-1	-1
27	-0.9	2	-18	19	·
28	·	-4	23	·	·
29	-1.4	1	15	-8	-5
30	0.1	-1	22	·	·

Next section
entry	canonical_smiles	PriA SSB inh	Rv3671c protease	TcdB GH inh	BH1578 lux ind	MazF activator
31	COCCNS(=O)(=O)c1ccc(C)c(C)c1C	0	-3	0.2	-0.3	5
32	CC(=O)Nc1nc(S(=O)(=O)c2ccc(C)cc2)c(Cl)s1	1	-2	·	-1.6	-2
33	O=C(O)c1ccc2c(c1)NC(=O)C(N1CCCC1)S2 (centres undefined)	-12	-4	·	-0.4	-2
34	COc1cccc(CNC(=O)C2CCCN(S(=O)(=O)c3cccc4nonc34)C2)c1 (centres undefined)	-12	-4	·	-4.2	-1
35	CS(=O)(=O)NCCSCc1ccco1	-15	0	-0.9	i	8
36	CS(=O)(=O)c1ccc2nc(NC(=O)c3cc([N+](=O)[O-])cc([N+](=O)[O-])c3)sc2c1	-10	2	1.0	-0.4	5
37	CC12CCC(C(=O)NCc3ccccc3Cl)(C(Br)C1=O)C2(C)C (centres undefined)	3	-10	·	i	-8
38	COCCOC(=O)C1=C(C)Nc2ncnn2C1c1ccccc1 (centres undefined)	0	4	·	-0.7	0
39	C=CCc1cccc(CNc2ccc(Br)cc2)c1O	-14	-2	1.0	-2.9	-7
40	Cc1oc(-c2ccc(Cl)cc2)nc1CN1CCCC(C(=O)NCc2cccnc2)C1 (centres undefined)	8	1	·	-0.4	-5
41	O=c1c2ccccc2nc(SCc2cccc(F)c2)n1C1CCCC1	-17	-4	·	i	-9
42	CCOc1ccc(NC(=O)NCCN2CCN(c3ccccc3F)CC2)cc1	1	3	-0.7	-0.6	-4
43	COc1ccc(N2CCN(CC(=O)Nc3nc4c(s3)CC(C)CC4)CC2)cc1 (centres undefined)	55	-10	·	-0.2	1
44	Cc1nn(Cc2ccccc2)c(C)c1NC(=O)CSc1n[nH]c(C)c1[N+](=O)[O-]	3	0	·	-0.2	4
45	Cn1c(=O)c2sccc2n2c(CCCC(=O)NCCc3ccc(S(N)(=O)=O)cc3)nnc12	1	6	-11	-0.2	4

entry	PfHsp40 yeast	Anthrax LF inh2	Yp Topo-I inh	VHR inh abs	3CLpro inhibitor
31	-1.1	-1	-3	6	0
32	0.1	-7	0	6	-1
33	0.9	-4	6	4	1
34	38*	-1	1	-8	-1
35	1.2	-6	5	22	-4
36	-0.7	-10	-11	-10	-2
37	-2.1	0	4	-2	1
38	-0.8	1	4	13	-5
39	4.0	-2	-11	-1	0
40	-0.3	0	22	14	2
41	0.8	-1	2	40	1
42	0.2	-5	-3	·	-3
43	0.5	-1	25	19	1
44	1.2	0	3	21	-6
45	0.2	2	0	-3	1

Complete entries from above:
`COc1ccc(-c2sc(NC(C)=O)nc2-c2ccccc2)cc1` is entered as PriA SSB inh = 1; Rv3671c protease = 2; TcdB GH inh = ·; BH1578 lux ind = -0.7; MazF activator = -8; PfHsp40 yeast = -0.2; Anthrax LF inh2 = -1; Yp Topo-I inh = 11; VHR inh abs = 5; 3CLpro inhibitor = 5
`O=C(O)c1cc(NC(=S)NC(=O)C(c2ccccc2)c2ccccc2)ccc1Cl` is entered as PriA SSB inh = -3; Rv3671c protease = -5; TcdB GH inh = -3.2; BH1578 lux ind = -0.3; MazF activator = 0; PfHsp40 yeast = 11; Anthrax LF inh2 = -3; Yp Topo-I inh = 10; VHR inh abs = 19; 3CLpro inhibitor = 7

Carrying on.
entry	canonical_smiles	PriA SSB inh	Rv3671c protease	TcdB GH inh	BH1578 lux ind	MazF activator
46	c1ccc2[nH]c(CN3CCOCC3)nc2c1	-9	4	·	i	-6
47	COc1cccc(NC(=O)Nc2cc(C(=O)NCC3CCCO3)ccc2N2CC3CC(C2)c2cccc(=O)n2C3)c1 (centres undefined)	-3	-9	1.7	i	4
48	CCn1c(SCC(=O)Nc2nccs2)nnc1-c1ccncc1	-28	-1	·	i	-3
49	O=C(Nc1ccc(Cl)cc1)N1CCOC12CCCCC2	-14	1	1.8	i	9
50	CCCc1cc(=O)oc2cc(C)cc(OCC(=O)NCc3ccccn3)c12	-3	4	0.9	0.7	12
51	Cc1ccc(NS(=O)(=O)c2ccc(C(=O)NCc3cccnc3)cc2)cc1	-1	-3	1.0	0.9	4
52	CC1(C(=O)NS(=O)(=O)Cc2ccccc2)CCN1C(=O)Cc1ccc(-c2ccccc2)cc1 (centres undefined)	·	·	0.6	0.3	·
53	Cc1ccc(CCN2CC(C(=O)NC3CCCCC3)CC2=O)cc1 (centres undefined)	-18	6	0.1	0.0	-18
54	Cc1ccc2c(c1)C(c1ccccc1)=NCC(=O)N2C	4&-6	-1	1.6	-0.5	0
55	Cc1ccc(S(=O)(=O)N2CCOCC2)cc1NC(=O)COC(=O)c1ccc(Br)cc1	-7	-11	0.7	i	3
56	Cc1c(Cl)cccc1NC(=O)CSc1sc2c(O)cc(=O)[nH]c2c1C#N	-2	-10	-2.4	i	4
57	O=C(Nc1ccc(F)c(F)c1)c1cnc(-c2ccccc2)nc1-c1ccccc1	-8	1	·	·	3

entry	PfHsp40 yeast	Anthrax LF inh2	Yp Topo-I inh	VHR inh abs	3CLpro inhibitor
46	-0.3	0	3	31	-2
47	-1.2	-2	8	29	-1
48	-0.7	0	-8	46	0
49	-1.1	-1	0	-3	-1
50	0.4	-2	1	34	-8
51	-2.1	-3	-10	-16	-2
52	·	3	6	·	·
53	-0.5	2	3	-9	0
54	-2.3	0	7	·	·
55	-1.4	-3	2	·	·
56	?	-7	-4	-7	4
57	1.1	?	-5	10	-1

These rows are one share of the data; the hit share may differ from the screen's.
